# RAD52 anneal inh: inhibitors of human RAD52 DNA annealing. actives 0.46% (n = 360,000). recombinant RAD52 DNA annealing, FRET fluorescence. inhibition, % at 18.7 µM. P43351. AID 651710;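 active means every replicate showing at least 50% inhibition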
# E-sel inducer: E-selectin induction on HUVECs. HUVEC E-selectin immunofluorescence imaging; normalized: neutral wells 0, TNF-alpha wells 100. P16581. activation, % at 7.58 µM. actives 0.37% (n = 260,000);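 active means mean E-selectin-positive cell signal at least 10% of the positive control, reached in at least 60% of replicates, without over 20% cell loss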;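 further: in these data hits start at about 27%; measured in HUVEC primary endothelial cells; signal is the percent of cells scored E-selectin positive by PE staining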
#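 Test system: HUVEC; input: 3,000 HUVEC/well; measured by: immunofluorescence imaging; read-out: % PE-positive cells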
# miR-122 sensor: miR-122 inhibition in Huh7 cells | Huh7 miR-122 Renilla luciferase sensor, 48 h; neutral wells = 0, positive control = 100 | activation (reporter increase), % at 12.5 µM | actives 0.3% (n = 340,000);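 active means mean replicate activation score at least 90 and every replicate individually at or above 90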;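 further: higher luciferase means less miR-122 activity so hits act as miR-122 inhibitors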
# PGC1a acetyl inh: modulators of PGC1a acetylation; AID 651687; U2OS PGC1a acetylation, AlphaScreen anti-acetyl-lysine; with virally co-expressed GCN5 acetyltransferase; inhibition, % at 15.6 µM; actives 0.17% (n = 350,000);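 active means every replicate shows inhibition of at least 40%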;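 further: 0% = neutral control wells and 100% = positive control wells; some results beyond the cut were filed as inactive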
# Cneo AK release: Cryptococcus neoformans lysis via adenylate kinase release; actives 0.2% (n = 360,000); lysis activity, % at 15 µM; C. neoformans lysis, adenylate kinase release luminescence, 4 h; normalised: neutral wells 0, clomiphene wells 100;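 active means mean lysis activity across replicates of at least 80%, whatever share of replicates individually reach that level; inactive means mean lysis activity below 80%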
#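 Signal: Adenylate kinase release luminescence | Assay system: Log-phase Cryptococcus neoformans yeast cells | Input: Cells at 5 × 10^6 per mL | Buffer or medium: Fresh YPD growth medium | Compound: Single dose | Schedule: Static 4 h at 37 °C with compound, 1 h detection | Controls: Clomiphene | Read-out: Luminescence rise reflecting yeast cell lysis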
# RAD54 inh: inhibitors of human RAD54 branch migration. inhibition, % at 10.4 µM. RAD54 Holliday junction branch migration, FAM/BHQ fluorescence. actives 0.14% (n = 360,000). Q92698;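 active means mean normalized replicate activity at least 40 and at least half of replicates scoring 40 or more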;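 further: 0% = median of neutral control wells and 100% = median of positive control wells; inhibitors cause a drop in the FAM fluorescence signal; in these data hits start at about 50%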
# Target sequence (Q92698 whole entry, looked up): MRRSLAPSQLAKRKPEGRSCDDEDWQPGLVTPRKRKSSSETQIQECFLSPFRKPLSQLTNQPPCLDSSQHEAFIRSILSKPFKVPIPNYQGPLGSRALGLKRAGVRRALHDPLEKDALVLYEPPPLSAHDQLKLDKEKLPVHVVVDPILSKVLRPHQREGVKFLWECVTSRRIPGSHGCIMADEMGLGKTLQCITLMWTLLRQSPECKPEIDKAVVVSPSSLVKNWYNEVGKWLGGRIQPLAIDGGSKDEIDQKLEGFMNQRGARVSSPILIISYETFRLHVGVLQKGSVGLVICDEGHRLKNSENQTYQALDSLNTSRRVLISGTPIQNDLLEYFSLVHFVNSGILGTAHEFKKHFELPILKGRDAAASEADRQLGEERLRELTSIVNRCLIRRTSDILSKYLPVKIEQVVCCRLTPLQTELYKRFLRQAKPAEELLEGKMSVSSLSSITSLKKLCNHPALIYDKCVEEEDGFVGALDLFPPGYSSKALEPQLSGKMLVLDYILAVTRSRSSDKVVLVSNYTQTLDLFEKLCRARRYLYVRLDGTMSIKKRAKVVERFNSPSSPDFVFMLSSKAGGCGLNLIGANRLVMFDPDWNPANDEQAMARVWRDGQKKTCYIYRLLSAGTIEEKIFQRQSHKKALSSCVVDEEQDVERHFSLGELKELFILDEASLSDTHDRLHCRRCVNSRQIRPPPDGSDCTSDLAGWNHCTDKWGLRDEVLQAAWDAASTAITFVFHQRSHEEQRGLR
# PglD inh: blocks C. jejuni PglD acetyltransferase activity. AID 602405. inhibition, % at 12.5 µM. actives 0.098% (n = 360,000). purified PglD enzyme, DTNB colorimetric CoA detection; in the data active means inhibition above about 16%, passing the limit was not always enough; further: strong numbers were not always called active
# ERAP1 inh: blocks human ERAP1 aminopeptidase activity. Q9NZ08. recombinant ERAP1, Leu-AMC fluorescence, 60 min. inhibition, % at 10.7 µM. actives 0.15% (n = 340,000). AID 652197;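 active means mean replicate inhibition of at least 30%, or all replicates individually reaching that 30% level; inactive means mean below 30% and not every replicate reaching it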;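 further: 0% = neutral control wells and 100% = L-leucinethiol positive control wells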
# Active calls of the source: *; / = no result given; [ ] = remark or other dose.
SMILES,RAD52 anneal inh,E-sel inducer,miR-122 sensor,PGC1a acetyl inh,Cneo AK release,RAD54 inh,PglD inh,ERAP1 inh
FC(F)(F)c1cnc(N2CCC(=NOCc3ccc(Cl)cc3)CC2)c(Cl)c1,/,/,-8,1,0,-10,1,/
COC(=O)c1cc(NC(=O)c2cc(C(C)(C)C)nn2Cc2cccc(C)c2)ccc1N1CCOCC1,-22,/,2,-6,-7,4,1,/
CNC(=O)C[C@H]1CC[C@H]2[C@H](COc3ccc(NS(=O)(=O)c4ccc(F)cc4)cc3C(=O)N2C)O1,/,-0.2,23[16.7 µM],-10,-5,-6,-1,/
Cc1ccc(/C=C/C(=O)Nc2nccs2)o1,-60,/,-1,15,-5,-6,-3,4
C[C@@H]1C=C(C(=O)N2CCN(Cc3ccc4c(c3)OCO4)CC2)O[C@H](OCCCCO)C1,-9,-0.1,/,/,3,-4,0,-3
CC(Oc1cc(F)ccc1[N+](=O)[O-])C(=O)Nc1ccc(S(=O)(=O)N2CCCC2)cc1 (configuration not stated),-1,-0.2,-10,-1,/,/,/,-3
O=C(N[C@@H](c1ccccc1)[C@@H]1C[C@H]1C(=O)NCc1ccccn1)OCc1ccccc1,-10,-0.1,/,/,20,-1,1,1
CN(c1ccccc1)c1nc(N)c([N+](=O)[O-])c(Nc2ccccc2)n1,-31,-0.1,1,-2,-2,-4,0,1
CC12CCC(C1)C(C)(C)C2OC(=O)c1ccccc1C(=O)O (configuration not stated),-11,-0.4,7,-8,/,/,/,/
COCC(=O)Nc1ccc2c(c1)C(=O)N(C)C[C@H](OC)[C@@H](C)CN(C(=O)C1CCCC1)[C@H](C)CO2,10,0.4,-16[16.7 µM],-12,-5,-9,-3,-4
COc1ccc(N2C(=O)C(Cl)=C(Nc3ccc(OC)cc3OC)C2=O)cc1,-4,0.1,-2,/,1,1,-6,0
COCCNC(=O)c1onc(CCl)c1C(=O)OC,-5,0.6,-7,-2,-2,5,-1,/
CCCn1c(C2CCCN2c2nc(-c3ccc(OC)cc3)cs2)nc2ccccc21 (configuration not stated),/,/,0,3,-1,1,6,/
C[C@@H]1CN([C@H](C)CO)C(=O)Cc2cc(NC(=O)C3CCCCC3)ccc2O[C@@H]1CN(C)C(=O)Nc1ccc(C(F)(F)F)cc1,7,-1.9,19[16.7 µM],1,-9,-6,-3,-1
O=C(c1ccccc1)c1ccc(OCC(O)CNCc2ccc(Cl)cc2)cc1 (configuration not stated),10,0.3,-6,14,24,3,0,0
CCCN(C(=O)Cc1coc2cc(OC)ccc12)C1CCS(=O)(=O)C1 (configuration not stated),-5,-0.3,2,2,-2,2,8,2
CN(C)c1ccc(/C=N/O)cc1,-8,-0.2,/,6,/,/,/,-2
COc1cc(/C=C(/C#N)c2nc3ccccc3[nH]2)ccc1OCC(=O)Nc1ccccc1C,-29,/,6,2,1,-4,-10,9
O=C(CSc1nc2ccc([N+](=O)[O-])cc2[nH]1)NC1CCCCCC1,/,/,328*,/,0,-13,4,/
COc1cccc(OC)c1OC(=O)c1ccccc1,-1,0.2,-2,0,/,/,/,1
COc1ccccc1NC(=O)C(NC(=O)OC(C)(C)C)C(C)OCc1ccccc1 (configuration not stated),-17,/,8,-16,/,/,/,1
OCC[C@@H]1C[C@H](O)[C@@H](O)[C@@]2(OCc3cc(C(F)(F)F)ccc32)O1,4,/,-3,-2,-1,-14,-1,2
COc1ccc(Cl)c(NCCC(=O)O)c1,/,/,-11,7,0,-4,6,/
CC(C)(C)c1ccc(C(=O)NC(CC(=O)O)c2ccc(OC3CCCC3)cc2)cc1 (configuration not stated),-7,-0.2,/,/,3,8,2,1
CCc1ccc(/C=C2/Sc3ccccc3N(CC(=O)NCCCN3CCOCC3)C2=O)cc1,-11,/,1,/,0,12,9,3
O=C(CNCCO)N1CCc2ccccc21,/,/,2,38,-4,-7,-10,/
Cc1ccc(S(=O)(=O)N2CCCC2CNC(=O)c2ccccc2)cc1 (configuration not stated),-24,2.5,-15,-6,-2,3,-3,0
CN(C1(C)CCS(=O)(=O)C1)S(=O)(=O)c1ccc(F)cc1 (configuration not stated),-12,-1.5,-7,/,-2,0,-4,0
O=C(O)c1ccc(Br)c(S(=O)(=O)N2CCCC2)c1,-5,/,4,-6,0,3,17,6
CCOc1cc(C2C(C(=O)N3CCCCC3)=C(C)NC3=C2C(=O)CC(C)(C)C3)ccc1O (configuration not stated),/,/,0,3,8,-8,1,/
Cc1csc(=O)n1CC(=O)OCC(=O)N(CC(C)C)c1c(N)n(Cc2ccccc2)c(=O)[nH]c1=O,-9,-0.6,0,17,/,/,/,1
CCc1ccc(NC(=O)CC2C(=O)N(c3ccc(OC)cc3)C(=O)N2CCOC)cc1 (configuration not stated),-11,/,7,-4,0,-4,-2,-2
COc1cccc(N(CC(=O)NC2CCCC2)C(=O)Cn2nnc(-c3ccc(C)o3)n2)c1,-11,-0.3,0,-5,1,-7,1,1
COc1ccc(OCCCN2CCCC(C)C2)cc1 (configuration not stated),/,/,-4,1,0,-21,3,/
CCC(=O)N1CCCCN2[C@H](CO)[C@H](c3ccc(C#Cc4ccccc4)cc3)[C@@H]2C1,1,-0.2,2[16.7 µM],0,2,-4,1,-3
COc1cc(CN2CCN(c3cccc(C)c3C)CC2)cc(OC)c1O,/,/,-12,/,2,3,5,/

# Taken from the entries so far, 5 compounds:
SMILES,RAD52 anneal inh,E-sel inducer,miR-122 sensor,PGC1a acetyl inh,Cneo AK release,RAD54 inh,PglD inh,ERAP1 inh
CCc1ccc(/C=C2/Sc3ccccc3N(CC(=O)NCCCN3CCOCC3)C2=O)cc1,-11,/,1,/,0,12,9,3
O=C(CNCCO)N1CCc2ccccc21,/,/,2,38,-4,-7,-10,/
Cc1ccc(S(=O)(=O)N2CCCC2CNC(=O)c2ccccc2)cc1 (configuration not stated),-24,2.5,-15,-6,-2,3,-3,0
CN(C1(C)CCS(=O)(=O)C1)S(=O)(=O)c1ccc(F)cc1 (configuration not stated),-12,-1.5,-7,/,-2,0,-4,0
O=C(O)c1ccc(Br)c(S(=O)(=O)N2CCCC2)c1,-5,/,4,-6,0,3,17,6

# Remaining list, next part.
SMILES,RAD52 anneal inh,E-sel inducer,miR-122 sensor,PGC1a acetyl inh,Cneo AK release,RAD54 inh,PglD inh,ERAP1 inh
CCN1CCN(CCNC(=O)c2ccc3c(c2)NC(=O)/C(=C\c2ccc(OC)c(OC)c2)S3)CC1,43,/,-3,-7,-1,73*,1,-1
COc1ccc(C2=CC3=C(Br)C(=O)C(C)(OC(=O)c4ccco4)C(=O)C3=CO2)cc1 (configuration not stated),/,/,-5,/,-4,-30,4,/
O=c1c2ccccc2oc2ccc(Oc3ccccc3)cc12,-87,/,-9,-3,-3,-1,15,0
C[C@H]1CN([C@@H](C)CO)S(=O)(=O)c2ccc(-c3cccnc3)cc2O[C@H]1CN(C)CC1CC1,5,0.2,0[16.7 µM],8,-3,9,-4,-1
C[C@H]1CN([C@@H](C)CO)C(=O)Cc2cc(NC(=O)C3CCCCC3)ccc2O[C@H]1CN(C)C(=O)Nc1ccc(C(F)(F)F)cc1,-2,0.9,-1[16.7 µM],2,-3,-8,-3,1
CCC(C)(C)C1CCc2[nH]nc(C(=O)NN)c2C1 (configuration not stated),-6,/,4,9,3,5,1,1
C[C@H]1CN([C@@H](C)CO)C(=O)c2cccc(NC(=O)C3CC3)c2O[C@@H]1CN(C)Cc1ccncc1,14,0.0,-4[16.7 µM],/,54,1,-5,-5
CN1CCCC(C)(C(=O)Nc2ccc(-n3cccc3)cc2)C1 (configuration not stated),1,0.2,-4,-1,-2,-6,9,-4
O=C(c1ccc([N+](=O)[O-])cc1)N1CCN(C(=O)c2ccco2)CC1,-2,-0.2,/,3,/,/,/,1
COc1ccc(C(=O)Nc2nc(CC(=O)NCc3c(F)cccc3F)cs2)cc1,-29,-0.1,-1,-1,0,0,-2,-7
C[C@@H]1CN([C@@H](C)CO)C(=O)c2cc(NC(=O)C3CCCCC3)ccc2O[C@@H](C)CCCCO[C@H]1CN(C)Cc1ccc(C(=O)O)cc1,0,-0.1,5[16.7 µM],0,4,0,-2,-5
COc1ccc2c3c([nH]c2c1)[C@H](CO)N(Cc1ccccc1OC)CC31CN(C)C1,45,2.4,/,10,/,/,/,53*
CCCC(=O)N1CCC2(CC1)CN(C(=O)CC)[C@H](CO)c1c2c2ccc(OC)cc2n1C,6,0.6,/,0,/,/,/,-4
CC1(C)Cc2ccccc2C(N)=C1C#N,/,/,-6,0,-2,-5,3,/
Cc1cc(C)c2c(-n3cccc3)nn(CC#N)c2n1,/,/,-8,5,-2,-1,4,/
COc1ccc(COc2ccccc2C(N)=O)cc1F,-2,/,-2,-10,3,-9,0,-3
CN(C(=O)CN1C(=O)/C(=C/c2ccc(F)cc2)SC1=S)C1CCS(=O)(=O)C1 (configuration not stated),-12,-0.1,-11,0,/,/,/,-2
CCNC(=O)C[C@@H]1C=C[C@@H](NC(=O)NC2CCCCC2)[C@H](CO)O1,-7,0.3,/,-6,0,-6,2,-4
CCCCCOc1ccc(Br)cc1/C(C)=N/NC1=NCCN1,/,/,8,7,-1,27,5,/
O=C(Nc1ccc(N2CCOCC2)cc1)c1ccc(COc2ccccc2)cc1,-8,-0.1,-20,22,1,-9,3,-6
C[C@@H]1CN([C@@H](C)CO)C(=O)c2cc(NS(=O)(=O)c3ccc(Cl)cc3)ccc2O[C@@H](C)CCCCO[C@H]1CN(C)Cc1ccccc1,29,/,-4[16.7 µM],-7,8,-6,2,-3
O=C(O)c1ccc(Nc2ncnc3scc(-c4ccccc4)c23)cc1,-14,/,-5,-1,/,/,/,-2
Cc1cc(C)cc(OCC(=O)OCC(=O)c2cc(C)n(C3CC3)c2C)c1,-17,-0.5,/,/,13,-5,-6,3
Cc1ccc(-n2cc(S(=O)(=O)c3ccc(C)cc3)[nH]c2=O)cc1,-5,/,5,6,-2,-5,1,2
CCN(CC)C(=O)CSc1nc(Cc2ccccc2)nc2ccccc12,6,0.2,-1,5,0,-4,-10,-2
COc1cc(-c2cc(NC(C)=O)c3ncc(-c4cc(OC)c(OC)c(OC)c4)n3c2)cc(OC)c1OC,-17,0.0,/,-23,2,-5,7,-1
CCCN(C)C[C@@H]1OCCCC[C@@H](C)Oc2ccc(N(C)C)cc2C(=O)N([C@H](C)CO)C[C@@H]1C,6,0.1,-1[16.7 µM],-4,0,1,2,1
CCOc1ccccc1NC(=O)Cn1nc(-c2ccco2)ccc1=O,-7,0.2,5,/,0,-7,-10,0
CC(=O)/C(=N\Nc1ccc(C)cc1)N1CCOCC1,/,/,2,3,2,1,-2,/
COc1ccc(CNC(=O)C2CCN(S(=O)(=O)c3ccc4nc5c(c(C(=O)O)c4c3)CCCC5)CC2)cc1,-34,-0.1,-5,/,2,-20,-6,-2
Cc1cc(C(=O)COC(=O)c2ccncc2)c(C)n1Cc1ccco1,-39,0.7,2,-3,-4,1,3,-3
O=C(Nc1cccc(F)c1)N1CCCCN2[C@@H](CO)[C@H](c3ccc(C#CC4CC4)cc3)[C@@H]2C1,-12,-0.6,-29[16.7 µM],-14,1,1,4,2
CCC1(C)N([O-])C(C)=C(c2ccccc2)[N+]1=O (configuration not stated),/,/,3,9,-2,-2,-2,/
CC1CN(C(=S)Nc2ccc(S(N)(=O)=O)cc2)CC(C)O1 (configuration not stated),-16,0.2,-7,6,1,-2,-2,1
COc1ccc([C@H]2CN(c3ccccc3)C(=O)[C@@H]2CC(=O)Nc2ccccc2)cc1,-1,-0.1,7,/,2,2,-7,-1

# Screening results (PubChem)
